Lipid storage S3 = qHTS Assay for Lipid Storage Modulators in Drosophila S3 Cells. Drosophila S3 cells, BODIPY lipid droplet fluorescence, 18-24 h; cells fed with added oleic acid. Potency in µM for hits, for the others lipid storage change, negative = inhibition, % at the top dose, mostly 46.1 µM. hit rate 0.64% among 320,000. AID 2685; active = well fitted inhibition curve with a large enough effect in the signal ratio, with a control signal flat, not every such curve was filed as active; inconclusive = small, poorly fitted or top-dose-only effect, or effect the other way, or a change in a side signal; the % refers to the signal ratio
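Drosophila S3 cells got compounds at several concentrations plus oleic acid (400 uM solution). Laser-scanning cytometry with 488 nm excitation read lipid droplets at 500-530 nm and cells at 575-640 nm. Percent activity was relative to 20 uM Triacsin C.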
Lipid storage S3 cell count max = recorded beside Lipid storage S3, whose call it bears; cell number change, %; measured here: cell count max response;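 cells counted by Cell Tracker Red CMTPX staining in the red channel; peak over a dose series mostly up to 46.1 µM; percent activity relative to internal control wells on each plate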
Numbers without * were called inactive; i = inactive; ? = inconclusive; · = not tested or not shown. % is set by controls: 0 for no effect and ±100 for the full control effect; potency is the fitted concentration of half-maximal effect. The list is partial. The share of hits here may be higher or lower than overall.

Order of values: Lipid storage S3 cell count max	Lipid storage S3
> CNC(=S)N1CCN(c2nc(-c3ccc(F)cc3)cs2)CC1
  ·	?
> O=S(=O)(c1ccc(SCCO)nc1)N1CCCC1
  ·	?
> CCC(=O)OCCn1c(Br)nc2c1c(=O)[nH]c(=O)n2C
  ·	?
> CN1CCN(S(=O)(=O)c2ccc(Nc3cccc(Cl)c3)c([N+](=O)[O-])c2)CC1
  8	11%
> CCCCNC(=O)O[C@@H]1C[C@H]2CCCC(=O)N3CC[C@@H](C1)[C@@H]23
  ·	?
> Cn1c(N2CCN(C(c3ccccc3)c3ccccc3)CC2)nc2ccccc21
  ·	?
> CC(=O)Cc1nsc(NC(=O)c2ccc(-c3ccc(F)cc3)o2)n1
  -3	-5%
> COc1ccc(N2CCN(c3nc(-c4cccs4)nc4ccccc34)CC2)cc1
  -4	-3%
> Cn1c(NCc2c(O)ccc3ccccc23)nc2ccccc21
  ·	i
> COC(=O)C1SCC2C(=O)N(Cc3ccccc3)CC(=O)N21 (stereo not drawn)
  18	7%
> CCOc1ccc2ncc(S(=O)(=O)c3ccccc3)c(N3CCN(c4ccc(OC)cc4)CC3)c2c1
  ·	?
> Cc1ccn(CC(=O)N2CCCC(N3CCN(c4ccccc4F)CC3)C2)n1 (stereo not drawn)
  ·	?
> O=c1cc(CSc2ccc(Cl)cc2)nc(N2CCCCC2)[nH]1
  -2	-10%
> CCOC(=O)[C@@H]1[C@H]2COc3cc(OC)ccc3[C@H]2N2C(=O)N(c3ccc(C)cc3)C(=O)[C@@]12C
  14	-15%
> NC(=O)CCN1CCCCC1
  13	14%

The closing two compounds of the section before open the next one:
Order of values: Lipid storage S3 cell count max	Lipid storage S3
> CCOC(=O)[C@@H]1[C@H]2COc3cc(OC)ccc3[C@H]2N2C(=O)N(c3ccc(C)cc3)C(=O)[C@@]12C
  14	-15%
> NC(=O)CCN1CCCCC1
  13	14%
> CC(=O)N1CCC2(CC1)CC(=O)c1cc(OCC(=O)NCc3ccco3)ccc1O2
  ·	i
> C=CCn1c(CNc2ccc(C)cc2)nnc1SCC(=O)N/N=C/c1ccc(O)cc1O
  ·	?
> CCNC(=O)CC1C(=O)N(c2ccccc2)C(=O)N1CCC(C)C (stereo not drawn)
  6	3%
> Cc1ccc(O)c(NC(=O)c2cc(C)no2)c1
  ·	?
> CCOC(=O)c1[nH]c(C=O)c(C(=O)OCC)c1C
  10	-1%
> N#Cc1c(SCc2c(Cl)cccc2Cl)nc(N)[nH]c1=S
  ·	?
> CCN(CC)S(=O)(=O)c1ccc(N=Nc2c(C)[nH]n(C(N)=S)c2=O)cc1
  ·	?
> O=C(Cn1nnc(-c2ccc3c(c2)OCO3)n1)NCc1ccccc1
  15	5%
> CS(=O)(=O)N(CC(=O)NCc1ccco1)c1ccc2c(c1)OCO2
  4	22%
> CCCN1CCC(=O)N([C@H](CSc2ccc(Br)cc2)c2ccccc2)CC1
  ·	?
> O=C(CSc1ccccc1)Nc1nnc(COc2ccc(Cl)cc2)s1
  -4.8*	9.2µM*
> COc1ccc(N2CC(NC(=O)c3cccc4ccccc34)CC2=O)cc1OC (stereo not drawn)
  ·	?
> Cc1ccc(CNC(=O)c2cc(S(=O)(=O)N3CCCC3)cn2C)cc1
  7	i
> CCCCN1C(=O)C(=O)N(CC(=O)Nc2cc(S(=O)(=O)N(C)C)ccc2C)C1=O
  ·	?
> O=C(N/N=C/c1ccc2c(c1)OCO2)c1ccn(Cc2ccc(Cl)cc2)n1
  ·	?

Full records, looked up by structure. Values in the order: Lipid storage S3 cell count max | Lipid storage S3
`CCOc1ccc2ncc(S(=O)(=O)c3ccccc3)c(N3CCN(c4ccc(OC)cc4)CC3)c2c1` is entered as · | ?
`N#Cc1c(SCc2c(Cl)cccc2Cl)nc(N)[nH]c1=S` is entered as · | ?

More records
Order of values: Lipid storage S3 cell count max	Lipid storage S3
> O=[N+]([O-])c1ccc(N/N=C2/CCCCC2c2ccccn2)cc1 (stereo not drawn)
  -2	-2%
> O=C(NCCCNc1ccc([N+](=O)[O-])cc1)C(F)(F)F
  ·	?
> Cc1onc(-c2c(F)cccc2Cl)c1C(=O)NC(=S)NC1CCS(=O)(=O)C1 (stereo not drawn)
  ·	?
> COc1cccc(-n2c(=O)c3sccc3n(CC(=O)NCC3CCCO3)c2=O)c1 (stereo not drawn)
  ·	?
> c1ccc(C2CC(c3ccccc3)n3ncnc3N2)cc1 (stereo not drawn)
  ·	?
> O=C(O)CCn1cc(/C=C2\NC(=S)N(c3ccccc3)C2=O)c(-c2ccc(Br)cc2)n1
  ·	?
> Cc1c(NC(=S)NC(=O)CSc2ccc(Cl)cc2)cccc1C(=O)O
  ·	?
> COC(=O)Nc1ccc(S(=O)(=O)N2CCCC(C(=O)O)C2)cc1 (stereo not drawn)
  ·	?
> CCc1ccc(C2c3[nH]c4ccccc4c3CCN2C(=O)CN2CCN(CC)CC2)cc1 (stereo not drawn)
  ·	?
> COc1cc(NS(=O)(=O)c2ccc(C)c(C)c2)c(OC)cc1Cl
  ·	?
> C/C(CC1(O)C(=O)Nc2ccccc21)=N\O (stereo not drawn)
  ·	?
> CC1(C)Cc2c(C#N)c(N3CCN(C(=O)c4ccccc4)CC3)nc(Cc3ccccc3)c2CO1
  ·	?
> O/N=C/c1cn(-c2ccccc2)nc1-c1ccccc1
  ·	?
> COc1ccc(N2CC(C(=O)N[C@@H](C)C(=O)NC3CCCC3)CC2=O)cc1 (stereo partly drawn)
  ·	?
> Cc1ccc(C(=O)NCCc2nnc(SCC(=O)Nc3cccc(C(=O)O)c3)n2C)cc1
  16	-14%
> Cc1ccc(S(=O)(=O)N(C)Cc2nc(-c3ccc(Br)cc3)no2)cc1
  ·	?
> CCOC(=O)c1nc(Nc2cc(Cl)ccc2OC)c2ccccc2n1
  -8	-3%
> CCNc1nc(NCc2ccccc2)nc(Oc2ccc(=O)[nH]n2)n1
  -12	1%
> CC(=O)c1csc(-c2cccc(-c3nc4ccc(Cl)cn4c3NC3CCCCC3)c2)c1
  -2	-3%
> Cc1nnc(SCc2ccc(CSc3nnc(C)c(=O)[nH]3)cc2)[nH]c1=O
  ·	?
> CC(=O)NC1C(=O)SC1(C)C (stereo not drawn)
  0	-8%
> CCOC(=O)N1CCC(NC(=O)C2CCCN(S(=O)(=O)c3cccc4nsnc34)C2)CC1 (stereo not drawn)
  ·	?
> O=c1c2ccccc2ncn1CCOCCOc1ccc([N+](=O)[O-])cc1
  ·	?
> COc1ccc(OC[C@@H](O)CNC(=O)c2cccc3c2C(=O)c2ccc(Cl)cc2S3(=O)=O)cc1
  6	7%
> Cc1cccc(C)c1NC(=O)c1ccc(-n2cnnn2)cc1
  ·	?
> OCC[C@H]1C[C@H](O)[C@@H](O)[C@@]2(OCCCc3ccccc32)O1
  ·	?
> CCOC(=O)CNC(=S)n1cnc(N)n1
  -21	i
> CCN1C(=O)/C(=C2\SC(N3CCCCC3)=NC2=O)c2ccccc21
  -29	-17%
> Cc1cc(C)c(C#N)c(SCc2ccc([N+](=O)[O-])cc2)n1
  -7	-4%
> Cc1ccc2c(c1)nnn2C1CCN(CC(=O)Nc2ccc3c(c2)OCCO3)CC1
  ·	?
> Cc1ccccc1-c1nnn(Cc2ccc(F)cc2Cl)n1
  ·	?
> Cc1ccc(F)cc1N=Cc1c(O)c2ccccc2oc1=O
  -17	i
> Cc1ccccc1NC(=O)Cn1c(=O)sc2ccccc21
  16	28%
> On1c(-c2ccccc2)nc2ccccc21
  ·	?
> Cc1cccc(C(=O)OCC(=O)c2cccc(Br)c2)c1O
  10	-20%
> CC1(c2ccccc2)CC(C)(C)N2C(=O)C3(C(C#N)=C(N)Oc4cc(O)ccc43)c3cccc1c32 (stereo not drawn)
  ·	?
> Cc1cc(Br)ccc1NC(=O)CNC(=O)COc1ccccc1C
  ·	?
> COc1c(C=O)cc2c3c1CCCN3CCC2
  ·	?
> COc1ccccc1NC(=O)C(=O)NCCC1CCCCN1S(=O)(=O)c1cccs1 (stereo not drawn)
  ·	?
> O=C(N/N=C\c1cc(Br)c(Br)o1)c1cncc(Br)c1
  3	4%
> Clc1cccc(Cn2ncc3ccccc32)c1
  ·	?
> CC1CCCCN1C(=O)C1CC(c2ccc(F)cc2)=NO1 (stereo not drawn)
  -12	10%
> CCS(=O)(=O)N1CCC(c2nc(-c3ccc(C(F)(F)F)cc3)no2)CC1
  ·	?
> CCOC(=O)C1=CC[C@H]2c3c(c4ccccc4n3C)C[C@H]1N2C
  ·	?
> CC(C)N(Cc1cn[nH]c1-c1ccc(-c2ccccc2)cc1)Cc1nccn1C
  -3	2%
> Cn1nc(-c2ccccc2)c(COC(=O)c2cccc(Cl)c2)c1S(=O)(=O)c1ccccc1
  -1	3%
> CC/C=C/C(=O)N1CC2(CC(c3cccc(NC(=O)CC(c4ccccc4)c4ccccc4)c3)=NO2)C[C@@H]1C(N)=O (stereo partly drawn)
  11	8%
> Cc1cc(NC(=O)CSc2nnc(Nc3ccccc3)s2)no1
  17	i
> O=C(CNC(=O)C1CCCCC1)OCC(=O)c1ccc(F)cc1
  ·	?
> O=C(c1ccccc1NS(=O)(=O)c1cccc2cccnc12)N1CCOCC1
  -15	-11%
> COc1ccc(C(=O)c2c3ccc(OC)cc3[n+]([O-])n2Cc2ccc(C(N)=O)cc2)cc1
  ·	?
> CC(CN1CCCCC1)OC(=O)c1ccc(Cl)cc1Cl (stereo not drawn)
  ·	?
> O=C(c1ccco1)N1CCN(C(=O)c2ccccc2OC(=O)C23CC4CC(CC(C4)C2)C3)CC1
  ·	?
> COc1cc(C(=O)N/N=c2/sc3ccccc3n2C)cc(OC)c1OC
  ·	?
> CCCCc1ccc(/C(C)=N/Nc2cc(N3CCOCC3)nc(C)n2)cc1
  -7	1%
> CC1CCCC(N2CCN(C(=O)c3cccc(F)c3)CC2)C1 (stereo not drawn)
  ·	?
> Clc1ccc(C2=NNC(=NCc3ccc4c(c3)OCO4)SC2)cc1
  7	9%
> Cc1ccc(-n2nc(C(=O)O)nc2-c2ccccc2)cc1
  ·	?
> COc1cc2cnc(-c3ccccc3)c(-c3ccc(C(F)(F)F)cc3)c2cc1OC
  ·	?
> Cc1cc(C)cc(N(C(=O)c2ccco2)C(C(=O)NC2CCCC2)c2ccncc2)c1 (stereo not drawn)
  ·	?

Some of these compounds in order of number of heavy atoms, rising.
Order of values: Lipid storage S3 cell count max	Lipid storage S3
> Clc1ccc(C2=NNC(=NCc3ccc4c(c3)OCO4)SC2)cc1
  7	9%
> Cc1cc(C)cc(N(C(=O)c2ccco2)C(C(=O)NC2CCCC2)c2ccncc2)c1 (stereo not drawn)
  ·	?
> O=C(c1ccco1)N1CCN(C(=O)c2ccccc2OC(=O)C23CC4CC(CC(C4)C2)C3)CC1
  ·	?

Additional compounds follow:
Order of values: Lipid storage S3 cell count max	Lipid storage S3
> CCOC(=O)CCC(=O)NCc1ccc2c(c1)cc(C)n2C
  -14	-1%
> C=CCn1c(SCc2nc3cc(C(=O)OC)ccc3c(=O)[nH]2)nc2sc(CC)cc2c1=O
  ·	?
> O=C(Nc1nnc(COc2ccccc2)s1)Nc1ccccc1F
  5	11%
> CCOC(=O)N1CCC(N2Cc3cccc(C(=O)NC(C)c4ccc5c(c4)OCCO5)c3C2=O)CC1 (stereo not drawn)
  ·	?
> O=C(CCN1CCCCCC1)Nc1cccc(Cl)c1
  ·	?
> O=C(/C=C/c1ccco1)NC(=S)Nc1ccccc1
  ·	?
> Cc1ccc(Nc2nnc(SCC3CCCCO3)s2)cc1 (stereo not drawn)
  ·	?
> C=CCc1c(C)[nH]c2c(OC)cccc2c1=S
  7	13%
> Cn1c(SCn2nnc3ccccc3c2=O)nc2ccccc2c1=O
  -19	-37%
> O=C(O)CC(C(=O)O)N1C(=O)/C(=C/c2ccc(-c3nc4ccccc4s3)o2)SC1=S (stereo not drawn)
  ·	?
